E-sel inducer: E-selectin induction in HUVECs, primary screen, imaging, HUVEC, immunofluorescence imaging, single point | P16581 | normalized: neutral wells 0, TNF-alpha wells 100 | activation, % at 7.58 µM | 0.37% of 260,000 active | AID 686992, 2013;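 active means mean E-selectin-positive cell signal at least 10% of the positive control, reached in at least 60% of replicates, without over 20% cell loss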;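 further: in these data hits start at about 27%; measured in HUVEC primary endothelial cells; signal is the percent of cells scored E-selectin positive by PE staining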
Target sequence (P16581 whole entry, looked up): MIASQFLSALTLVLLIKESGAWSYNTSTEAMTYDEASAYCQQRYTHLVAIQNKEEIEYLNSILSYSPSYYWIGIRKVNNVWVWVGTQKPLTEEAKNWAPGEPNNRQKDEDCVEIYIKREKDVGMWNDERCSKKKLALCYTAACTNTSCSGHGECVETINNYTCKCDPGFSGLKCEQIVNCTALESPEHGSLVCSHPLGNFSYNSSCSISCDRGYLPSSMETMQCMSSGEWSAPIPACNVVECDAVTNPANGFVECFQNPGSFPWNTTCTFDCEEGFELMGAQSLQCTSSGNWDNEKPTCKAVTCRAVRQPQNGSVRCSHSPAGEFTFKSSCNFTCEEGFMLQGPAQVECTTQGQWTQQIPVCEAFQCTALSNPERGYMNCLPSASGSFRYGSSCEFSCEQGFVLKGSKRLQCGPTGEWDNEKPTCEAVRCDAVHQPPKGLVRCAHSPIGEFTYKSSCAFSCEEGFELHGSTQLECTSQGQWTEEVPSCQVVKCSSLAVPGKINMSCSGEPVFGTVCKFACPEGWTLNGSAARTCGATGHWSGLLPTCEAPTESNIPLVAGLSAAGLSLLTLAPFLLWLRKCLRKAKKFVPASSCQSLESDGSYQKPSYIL
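Material: HUVEC primary endothelial cells; Amount: 3,000 cells per well; Dosing: single concentration; Medium: EGM-2 growth medium on 0.1% gelatin-coated wells; Read-out basis: percent E-selectin-positive cells; Signal: immunofluorescence imaging; Control set: TNF-alpha, DMSO.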
RAD52 inh: RAD52 DNA annealing inhibitors, primary screen, biochemical, FRET, single point, set 2 | 0.46% of 360,000 active | recombinant RAD52 DNA annealing, FRET fluorescence | DNA repair protein RAD52 homolog (Homo sapiens), P43351 | inhibition, % at 18.7 µM | AID 651710, 2012;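 active means every replicate showing at least 50% inhibition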
Target sequence (P43351 whole entry, looked up): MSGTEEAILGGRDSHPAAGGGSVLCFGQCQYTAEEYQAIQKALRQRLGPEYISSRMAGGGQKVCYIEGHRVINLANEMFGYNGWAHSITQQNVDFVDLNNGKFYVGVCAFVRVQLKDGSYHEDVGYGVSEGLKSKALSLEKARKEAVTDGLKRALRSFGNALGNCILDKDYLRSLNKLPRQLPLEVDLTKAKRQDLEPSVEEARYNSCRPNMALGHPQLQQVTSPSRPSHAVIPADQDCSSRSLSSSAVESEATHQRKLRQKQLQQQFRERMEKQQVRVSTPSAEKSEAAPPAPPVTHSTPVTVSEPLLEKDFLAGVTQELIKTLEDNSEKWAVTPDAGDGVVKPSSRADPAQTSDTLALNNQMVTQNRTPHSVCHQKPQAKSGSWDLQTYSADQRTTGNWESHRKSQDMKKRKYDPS
S100A4 inh HTS: inhibitors of S100A4-myosin IIA peptide binding, primary screen, biochemical, fluorescence polarization, TAMRA-MyoIIA peptide; Protein S100-A4 (Homo sapiens), P26447; inhibition, % at 10.7 µM; 0.14% of 360,000 active; AID 652163, 2013;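 active means mean inhibition of at least 70% across replicates, with every replicate also reaching that level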
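System – human S100A4 monomer protein, biochemical binding assay · Buffer or medium – Calcium-containing HEPES buffer, pH 7.2 · Timing – 5 min between mix addition and reading · Also added – TAMRA-labelled myosin IIA heavy-chain peptide probe, 5 nM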
Xi reactivation: activators of inactive X chromosome reactivation, primary screen, imaging, XiGFP fibroblasts, GFP high-content imaging, set 2 | activation, % at 7.58 µM | XiGFP mouse fibroblasts, % GFP-positive cells imaging, 3 d; cells co-treated with 5-aza-dC sensitizer; scaled so ellipticine positive control = 100% | 0.055% of 360,000 active;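 active means mean normalized replicate activation at least 10% and every replicate at or above 10%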;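 further: 0% = median of on-plate neutral control wells and 100% = ellipticine 6 µM median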
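Material: XiGFP fibroblasts, SV40-immortalized. Buffer or medium: DMEM plus 5-aza-dC sensitizer. Compound: single concentration per compound, delivered by pin transfer. Times: 3 days compound exposure. Controls: ellipticine 6 µM.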
EWS-Fli inh: EWS/Fli-driven NR0B1 reporter inhibitors, primary screen, A673 cells, NR0B1 luciferase, luminescence, MLPCN library. 0.67% of 350,000 active. viability-normalised. inhibition, % at 12.6 µM. AID 651661, 2012;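 active means mean inhibition of at least 50% after viability correction, with every replicate also passing that limit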;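 further: firefly luciferase signal divided by Alamar Blue viability fluorescence both relative to DMSO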
RAD54 inh: inhibitors of human RAD54 branch migration, primary screen, biochemical, fluorescence, single point. DNA repair and recombination protein RAD54-like (Homo sapiens), Q92698. RAD54 Holliday junction branch migration, FAM/BHQ fluorescence. inhibition, % at 10.4 µM. 0.14% of 360,000 active. AID 602329, 2012;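 active means mean normalized replicate activity at least 40 and at least half of replicates scoring 40 or more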;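 further: 0% = median of neutral control wells and 100% = median of positive control wells; inhibitors cause a drop in the FAM fluorescence signal; in these data hits start at about 50%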
FN deposit inh: inhibitors of fibronectin matrix deposition, primary screen, AH1F cells, Alexa488-fibronectin fluorescence, plate reader; 0.086% of 350,000 active; AID 743247, 2014; inhibition, % at 12.6 µM; AH1F fibroblasts, overnight;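 active means mean inhibition across replicates of 30% or more, regardless of how many single replicates reach that level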;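 further: positive control wells lacked labelled fibronectin entirely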
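Material: AH1F fibroblast monolayer depositing Alexa488-labelled fibronectin into matrix / Amount: 10000 AH1F cells per well / Signal: fluorescence 485/525 nm / Medium: DMEM, 2% serum / Compound: single dose, pinned / Incubation: 1 h cell adhesion before compound, then overnight fibronectin incubation / Reagent: Alexa488-FN, 24 nM final / Read-out: inhibition of fibronectin deposition signal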
esBAF inh: Bmi1 luciferase reporter increase in mESCs, primary screen, esBAF inhibitor project, mouse ES cells, Bmi1 luciferase knock-in, single point | 2% of 350,000 active | 24 h; 100% = twice the neutral-well signal | reporter increase, % at 12.5 µM; in the data active means activation above about 40%;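 further: 0% = median of the plate's neutral control wells and 100% = double that signal; a rise in the Bmi1 reporter signal indicates esBAF inhibition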
* marks the source's active call; other numbers are inactive results; / = not tested or not shown; & = joins results of further samples; ! = a repeat was not active.

cpd | compound | E-sel inducer | RAD52 inh | S100A4 inh HTS | Xi reactivation | EWS-Fli inh | RAD54 inh | FN deposit inh | esBAF inh
1 | CCC(OC(=O)c1ccc(S(C)(=O)=O)c([N+](=O)[O-])c1)C(=O)NC1C2CC3CC(C2)CC1C3 (stereo not given) | -0.3 | -8 | -5 | 0.0 | 47 | -2 | / | -88
2 | COc1ccc(-c2csc(Nc3cc(C)ccn3)n2)cc1C | / | -2 | -1 | 0.2 | -110 | -1 | -7 | 46*
3 | O=C(NNC(=O)c1ccc2c(=O)n3c(nc2c1)CCC3)c1cccc(Cl)c1 | / | -17 | -2 | 0.0 | -8 | -1 | / | 5
4 | Cc1c(C(=O)NCc2ccccn2)sc(=O)n1Cc1ccc(-c2ccccc2)cc1 | / | -13 | 0 | 0.1 | -5 | -5 | 2 | 15
5 | C[C@@H]1CN([C@@H](C)CO)C(=O)c2cccc(NC(=O)c3ccncc3)c2O[C@H]1CN(C)Cc1ccc(-c2ccccc2)cc1 | -32 | -12 | 1 | 0.0 | 13 | 0 | 5 | 8
6 | CCCN1CCN(CCCNC(=O)CCCn2nc(C)c3sc4ccccc4c3c2=O)CC1 | / | 20 | -3 | 0.0 | / | -2 | 1 | -8
7 | C[C@H]1CN([C@@H](C)CO)C(=O)c2cc(NC(=O)Nc3ccc4c(c3)OCO4)ccc2O[C@@H]1CN(C)C(=O)Nc1ccccc1 | 0.0 | / | / | 0.0 | -5 | -2 | / | 7
8 | Cc1ccc(S(=O)(=O)Nc2ccc3c(c2)C(=O)N([C@@H](C)CO)C[C@@H](C)[C@@H](CN(C)C)O3)cc1 | -0.1 | -6 | 1 | 0.1 | -1 | -15 | 2 | -4
9 | COC(=O)c1ccc(Cn2cnc3c(cnn3-c3ccc(C)c(C)c3)c2=O)o1 | / | -18 | -15 | / | 5 | -7 | / | -6
10 | CN(C)CCCNC(=O)C[C@H]1CC[C@@H]2[C@H](COC[C@H](O)CN2CC2CCCCC2)O1 | 0.0 | 12 | 7 | 0.3 | 3 | / | -12 | /
11 | CCOCCCNC(=O)c1ccc(N2CCOCC2)c(NS(=O)(=O)c2ccc(OC)cc2)c1 | / | -3 | 1 | 0.0 | 11 | / | 17 | /
12 | NC(=O)c1c(NC(=O)c2ccc([N+](=O)[O-])o2)sc2c1CCCC2 | / | -6 | -4 | 0.0 | -49 | -3 | 4 | /
13 | COCC(=O)N1CC2(C1)[C@H](c1ccc(-c3ccccc3)cc1)[C@H](CO)N2C(=O)COC | 0.1 | -14 | -27 | 0.0 | 1 | / | / | /
14 | COc1ccc(NC(=O)Nc2ccc3c(c2)CC(=O)N([C@H](C)CO)C[C@H](C)[C@@H](CN(C)Cc2ccc4c(c2)OCO4)O3)cc1 | -0.4 | 7 | -2 | 0.1 | 3 | 6 | / | 1
15 | C#CCOCCOCCOCCNc1nc(N2CCN(C(=O)[C@H](CCCN=C(N)N)n3cc(C(N)[C@@H](C)CC)nn3)CC2)nc(N2CCN(C(=O)[C@H](CCC(=O)O)n3cc([C@@H](N)CC(N)=O)nn3)CC2)n1 (stereo not given in full) | -0.1 | -7 | -16 | 0.3 | 7 | -7 | -15 | 2
16 | Cc1ccc(Cl)cc1N1C(=O)CC(Sc2ncccn2)C1=O (stereo not given) | / | 14 | -2 | 0.0 | 14 | 4 | -4 | -8
17 | COCCNC(=O)C[C@H]1C[C@@H]2c3cc(NC(=O)CN(C)C)ccc3O[C@@H]2[C@@H](CO)O1 | 0.3 | 0 | -4 | 0.1 | 5 | 6 | -8 | 5
18 | O=C(CSc1nc2ncccc2[nH]1)NC1CCCCC1 | / | -11 | -2 | 0.1 | -14 | -2 | 6 | -1
19 | CCCC(=O)Nc1ccc2c(c1)OC[C@H](C)N(C(C)=O)C[C@@H](C)[C@H](OC)CN(C)C2=O | -0.1 | 6 | 2 | 0.4 | -4 | -11 | -6 | -5
20 | C=CC[C@@]12N=C(c3ccc(OCCCO)cc3)O[C@@H]1c1ccccc1CN(CCS(=O)(=O)c1ccccc1)C2=O | / | -67 | 17 | / | 5 | -19 | / | /
21 | COc1ccc(NC(=O)CN(C)C(=O)CC2CCCC2)cc1 | 0.1 | 6 | 0 | 0.1 | -4 | / | 11 | 13
22 | COc1cc(S(=O)(=O)NCc2ccc(F)cc2)ccc1-n1cnnn1 | 0.0 | -1 | 1 | 0.6 | 2 | -1 | -2 | -1
23 | CC(=O)Nc1cccc(C(=O)NN2C(=O)NC3(CCC(C)CC3)C2=O)c1 (stereo not given) | -0.1 | -10 | 1 | 0.0 | -2 | 12 | -6 | -6
24 | C=CCN1C(=O)C2C(C(=O)NC3CCCC3)C3C=CC2(O3)C1C(=O)NC1CCCC1 (stereo not given) | / | 8 | 1 | 0.0 | 5 | -6 | 8 | 8
25 | COc1ccc(OC)c(NC(=O)COc2coc(CN3CCc4ccccc43)cc2=O)c1 | / | -22 | 2 | 0.1 | 5 | 0 | / | -6
26 | OC[C@H]1Nc2ccc(-c3cccc(F)c3)cc2[C@H]2[C@@H]1CCN2Cc1ccncc1 | -0.5 | -156 | 9 | 0.1 | -7 | -6 | -12 | 9
27 | CC(O)(c1ccccc1)c1nc(-c2ccc3c(c2)OCO3)cs1 (stereo not given) | 0.4 | -5 | 0 | 0.1 | -42 | 1 | 1 | -12
28 | CO[C@H](CN(C)S(=O)(=O)c1ccc(F)cc1)[C@@H](C)CN(C(=O)Nc1ccccc1F)[C@H](C)CO | -0.1 | -7 | -67 | -0.1 | -4 | 4 | 6 | 10
29 | CN1CCN(c2ccc(NC(=O)c3cc(S(N)(=O)=O)ccc3N3CCOCC3)cc2)CC1 | / | 72* | 10 | 0.1 | -4 | 19 | 11 | -1
30 | CC1CCN(c2ccc3c(c2)S(=O)(=O)c2cccc(C(=O)NC4CC4)c2C3=O)CC1 | 0.0 | -118 | 2 | 0.0 | -14 | -19 | -4 | 16

Whole records, quoted from the list. Order of values: E-sel inducer, RAD52 inh, S100A4 inh HTS, Xi reactivation, EWS-Fli inh, RAD54 inh, FN deposit inh, esBAF inh
CC(O)(c1ccccc1)c1nc(-c2ccc3c(c2)OCO3)cs1 (stereo not given) is entered as 0.4, -5, 0, 0.1, -42, 1, 1, -12
Cc1ccc(Cl)cc1N1C(=O)CC(Sc2ncccn2)C1=O (stereo not given) is entered as /, 14, -2, 0.0, 14, 4, -4, -8
O=C(CSc1nc2ncccc2[nH]1)NC1CCCCC1 is entered as /, -11, -2, 0.1, -14, -2, 6, -1
CN(C)CCCNC(=O)C[C@H]1CC[C@@H]2[C@H](COC[C@H](O)CN2CC2CCCCC2)O1 is entered as 0.0, 12, 7, 0.3, 3, /, -12, /

(cont.)
cpd | compound | E-sel inducer | RAD52 inh | S100A4 inh HTS | Xi reactivation | EWS-Fli inh | RAD54 inh | FN deposit inh | esBAF inh
31 | COc1ccc(C(=O)CSc2nc(=O)n(Cc3cccnc3)c3c2CCC3)cc1 | -3.1 | 1 | -3 | -0.1 | -16 | -3 | 2 | 16
32 | CCN(CC(=O)NC1CCS(=O)(=O)C1)Cc1nc2c(Br)cc(Br)cc2c(=O)[nH]1 (stereo not given) | 2.0 | -13 | 0 | 0.1 | -1 | / | 0 | /
33 | Cc1ccc(S(=O)(=O)N(C)c2ccc(C(=O)Nc3cccc(C)n3)cc2)cc1 | 0.0 | -8 | 0 | -0.1 | -8 | 10 | 4 | 10
34 | O=C(C[C@H]1CC[C@H]2[C@@H](COC[C@H](O)CN2C(=O)C2CC2)O1)NCc1ccccc1Cl | 0.0 | 2 | 3 | 0.2 | -3 | 4 | -2 | 0
35 | COc1ccc2c3c([nH]c2c1)[C@H](CO)N(C(C)=O)CC31CCN(C(=O)Nc2ccc(F)cc2)CC1 | 0.2 | 6 | -4 | 0.3 | 5 | / | / | /
36 | Cc1cccc(NS(=O)(=O)c2cc3c(cc2C)n(C)c(=O)c(=O)n3C)c1 | / | -18 | 3 | 0.4 | 18 | -7 | -6 | 8
37 | CCOC(=O)C1(CC2CCCCO2)CCN(Cc2nc(-c3cccs3)oc2C)CC1 (stereo not given) | / | -17 | -3 | 0.3 | -2 | / | -1 | /
38 | COc1ccc2ccc(O)c(CN(C)CC(=O)Nc3ccccc3C(F)(F)F)c2c1 | / | -8 | -4 | 0.1 | 27 | -2 | -24 | -3
39 | CCN(C(=O)CN1C(=O)/C(=C/c2ccc(F)cc2)SC1=S)C1CCS(=O)(=O)C1 (stereo not given) | / | -15 | -2 | 0.1 | 4 | 10 | 0 | 6
40 | COc1ccc(CSc2nc3ccccc3c(=O)[nH]2)cc1F | 3.0 | -6 | 9 | 0.1 | 1 | / | -7 | /
41 | CC(C)C[C@H](NC(=O)C1CCC(CNC(=O)[C@@H]2CCCN2C(=O)OC(C)(C)C)CC1)C(=O)O (stereo not given in full) | / | 7 | -22 | 0.0 | 3 | 0 | 1 | 1
42 | CC(C)(C)c1cc(CP(=O)(c2ccccc2)c2ccccc2)cc(C(C)(C)C)c1O | / | -5 | -4 | 0.0 | 31 | 0 | 3 | -3
43 | Cc1cc(C)n2c(SCC(=O)N(CC(C)C)c3c(N)n(CC(C)C)c(=O)[nH]c3=O)nnc2n1 | / | -87 | -14 | 0.2 | -3 | / | / | /
44 | COC(=O)[C@]12C[C@H](CC(=O)NCc3cccc(C(F)(F)F)c3)C(=O)N(Cc3ccccc3)C1=C[C@H](C(C)(C)C)O[C@@H]2C | -0.2 | -10 | 6 | 0.1 | 0 | / | 0 | /
45 | CCOC(=O)Cc1cnc(NC(=O)CSc2nc(N)cc(=O)[nH]2)s1 | / | -17 | -2 | 0.0 | -3 | / | 0 | 5
46 | C[C@@H]1CCCCO[C@H](CN(C)S(=O)(=O)c2ccc(Cl)cc2)[C@H](C)CN([C@H](C)CO)C(=O)c2cc(NS(=O)(=O)c3ccc(F)cc3)ccc2O1 | / | 38 | 2 | 0.0 | 4 | -16 | 3 | -2
47 | CO[C@H]1CN(C)C(=O)c2cc(NC(=O)Nc3ccc(Cl)c(Cl)c3)ccc2OC[C@@H](C)NC[C@@H]1C | -0.5 | 39 | / | -0.3&-0.2 | -6 | 15 | 32*! | 2
48 | C[C@@H]1CN([C@@H](C)CO)S(=O)(=O)c2ccc(Br)cc2O[C@@H]1CN(C)C(=O)CN(C)C | -0.4 | -5 | 8 | 0.9 | -7 | 3 | 4 | 3
49 | CCOC(=O)Cc1csc(NC(=O)CSc2nnc(-c3ccc(F)cc3)o2)n1 | / | 4 | 0 | / | 12 | -5 | / | 6

esBAF inh: hit marks shown above
no.	Structure	RAD52 inh	S100A4 inh HTS	esBAF inh
2	COc1ccc(-c2csc(Nc3cc(C)ccn3)n2)cc1C	-2	-1	46*

Bioassay records as filed in PubChem BioAssay.
